WRN inhibitor = WRN helicase (human) inhibition. 360,000 tested, 0.46% active. Q14191. Potency, µM (titrated, usually from 114 µM), for inactives: at the top dose activity change, negative = inhibition, actives largely listed as inhibitors. AID 651768. WRN helicase unwinding, fluorescent forked duplex, kinetic; note: potency is the fitted concentration of half-maximal effect; % is set by controls: 0 for no effect and ±100 for the full control effect; nearly all actives have a fitted effect of over 55% in size
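Screening of the MLSMR collection measured strand separation of a quenched forked DNA duplex (100 nM) by 20 nM WRN with 2 mM ATP, all final. Compounds were preincubated with enzyme 15 min at room temperature.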
EPAC2 agonist = EPAC2 (human) agonism | 360,000 tested, 0.079% active | EPAC2 activation, biochemical qHTS; response scale: 100% = 6.5 mM cAMP response | Potency, µM (top dose mostly 154 µM), for inactives: at the top dose activation, most hits filed as activators | Q8WZA2; note: potency is the fitted concentration of half-maximal effect; nearly all actives have a fitted effect of over 50% in size
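EPAC2 (100 nM) mixed with Rap1B loaded with BODIPY-GDP (250 nM) plus 50 uM unlabeled GDP; compounds pinned in, 5 min RT, then read every 5 min for 30 min (ex 480, em 540 nm). Normalized to cAMP control.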
PLK1 PBD inh = inhibitors of human PLK1 polo-box domain binding; Plk1 PBD binding of FITC phosphopeptide, fluorescence polarization; Potency, µM, for inactives: max response, negative = inhibition, usual class: inhibitors; 360,000 tested, 2.8% active; AID 720504; note: potency is the fitted concentration of half-maximal effect; series mostly up to about 57 µM; % is set by controls: 0 for no effect and ±100 for the full control effect; nearly all actives have a fitted effect of over 65% in size
CCT chaperon mod = cytosolic chaperonin activity modulation | purified chaperonin ATPase assay, HTRF ADP detection, 30 min | activity change, % (no concentration beside the values), hits read low | 360,000 tested, 0.3% active | AID 651819; in the data active = activity change below about -30%; note: % is set by controls: 0 for no effect and ±100 for the full control effect
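We incubate TRiC, 40 or 20 nM final, with library compounds at 76 uM and 10 uM ATP for 30 min at 37 °C. ADP formed is detected with Transcreener HTRF reagents after 30 min at room temperature.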
IL2 activator = activates IL-2 in a cell-based reporter assay | 360,000 tested, 0.065% active | IL-2 activation reporter assay, cell-based qHTS; stimulated with anti-CD3/CD4/CD28 beads; in transgenic mouse T cells | AID 652025 | activation, % (series mostly up to about 46 µM); in the data active = activation above about 50%; inconclusive = mostly about 30% to 49%; note: 0% is about no effect
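Quantitative HTS in unstimulated transgenic mouse T cells, with memory T cells as non-tolerant control and PMA/ionomycin as tolerance-bypass control. Compound pretreatment lasted 60 minutes before 18 h bead stimulation; EGFP/DsRed fluorescence read.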
EPAC1 ag = agonists of human EPAC1; O95398; EPAC1 agonist qHTS, biochemical assay; response scale: 100% = response to 6.5 mM cAMP; Potency, µM (doses to about 154 µM), for the others: at the highest dose activation, hits mostly activators; 360,000 tested, 0.073% active; AID 720707; note: potency is the fitted concentration of half-maximal effect; nearly all actives have a fitted effect of over 60% in size
Target sequence (O95398 whole entry, looked up): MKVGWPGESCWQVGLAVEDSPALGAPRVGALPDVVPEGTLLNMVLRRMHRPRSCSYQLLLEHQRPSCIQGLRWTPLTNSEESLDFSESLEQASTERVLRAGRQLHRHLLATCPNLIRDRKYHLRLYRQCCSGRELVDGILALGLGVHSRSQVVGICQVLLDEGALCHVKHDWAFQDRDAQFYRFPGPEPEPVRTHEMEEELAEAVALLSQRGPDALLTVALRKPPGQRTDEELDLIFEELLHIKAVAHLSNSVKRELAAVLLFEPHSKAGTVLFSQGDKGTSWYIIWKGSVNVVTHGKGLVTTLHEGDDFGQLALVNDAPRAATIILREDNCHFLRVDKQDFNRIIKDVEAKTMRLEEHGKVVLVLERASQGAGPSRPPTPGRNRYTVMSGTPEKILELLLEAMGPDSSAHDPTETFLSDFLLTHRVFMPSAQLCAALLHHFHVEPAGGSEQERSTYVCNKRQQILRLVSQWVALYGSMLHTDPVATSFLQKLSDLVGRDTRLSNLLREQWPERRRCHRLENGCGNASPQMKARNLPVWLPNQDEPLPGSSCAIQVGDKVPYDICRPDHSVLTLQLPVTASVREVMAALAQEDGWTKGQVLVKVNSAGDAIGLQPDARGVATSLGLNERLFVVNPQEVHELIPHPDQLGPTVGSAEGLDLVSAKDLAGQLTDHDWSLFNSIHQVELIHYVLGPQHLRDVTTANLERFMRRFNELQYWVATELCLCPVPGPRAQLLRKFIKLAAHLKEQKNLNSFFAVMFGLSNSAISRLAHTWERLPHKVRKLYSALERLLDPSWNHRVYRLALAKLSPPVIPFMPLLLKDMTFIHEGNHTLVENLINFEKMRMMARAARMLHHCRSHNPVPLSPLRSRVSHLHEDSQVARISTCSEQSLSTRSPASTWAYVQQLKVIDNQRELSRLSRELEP
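Nucleotide exchange by EPAC1 (100 nM) on Rap1B–BODIPY-GDP (250 nM) in the presence of 50 uM GDP is tracked fluorescently at 480/540 nm over 30 min. Signals are normalized to a 6.5 mM cAMP control.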
PI5P4K alpha inh = inhibitors of human PI5P4K alpha; PI5P4Kalpha enzyme, ADP-Glo luminescence, 60 min; hits give low values; max response, %; 330,000 tested, 1.2% active; AID 652105; active = max response of -50% or lower; inconclusive = between -30% and -50%; inactive = -30% or higher; note: value at the top dose of about 77 µM; % is set by controls: 0 for no effect and ±100 for the full control effect
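Enzyme plus substrate dispensed, test compounds pinned in, then ATP (5 microM final) added. After 60 min at RT, ADP-Glo reagent 1 for 45 min and reagent 2 for 30 min preceded luminescence imaging.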
EPAC1 antag = EPAC1 (human) antagonism | O95398 | EPAC1 GEF assay, Rap1b-BODIPY-GDP exchange fluorescence | Potency, µM (series often up to 115 µM), inactives show top-dose activity change, negative = inhibition, most hits filed as inhibitors | 360,000 tested, 0.14% active | AID 720709;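 note: potency is the fitted concentration of half-maximal effect; plate controls were vehicle for no effect and positive control for full effect; nearly all actives have a fitted effect of over 50% in size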
An asterisk follows results filed as active; ? = inconclusive; nt = not tested or not shown; [ ] = another dose, or the depositor's remark. Unless noted, calls come from the whole dose curve; as a rule, active = well fitted curve in the direction sought with a large enough effect; inconclusive = small, poorly fitted or top-dose-only effect, or another doubt; inactive = no such curve, though single readings can be large; an effect the other way counts as inactive or inconclusive.

Start of the listing, in advance (14 entries):
SMILES	WRN inhibitor	EPAC2 agonist	PLK1 PBD inh	CCT chaperon mod	IL2 activator	EPAC1 ag	PI5P4K alpha inh	EPAC1 antag
CCn1nc(C(=O)OCC(=O)Nc2nc(-c3ccc(OC)cc3)cs2)c2ccccc2c1=O	-6%	9%	27µM*	-2.6	-1.1	16%	2	5%
O=C(/C=C/c1cccc([N+](=O)[O-])c1)N1CCN(c2ccccn2)CC1	7%	5%	-9%	-0.7	-3.0	-4%	-1	8%
COc1ccc(NS(=O)(=O)c2cccc(C(=O)NNC(=O)CNC(=O)c3ccccc3Cl)c2)cc1	-1%	-2%	2%	-0.5	2.4	8%	7	9%
O=C(CCc1ccccc1)NC1CCCc2ccccc21 (stereo not given)	4%	6%	-11%	-0.3	-2.1	1%	-16	-29%
Cc1cccc(C(=O)N2CCC(Cc3ccccc3)CC2)c1[N+](=O)[O-]	-15%	6%	-1%	0.0	-0.5	9%	4	-17%
O=C1C=C(c2ccc3c(c2)OCO3)CCC1	3%	4%	-1%	-4.7	0.4	4%	1	1%
COc1ccccc1Nc1nc2ccccc2n2cnnc12	-15%	-2%	5%	-3.3	-2.8	16%	-3	13%
Cc1cccc(OCC(=O)Nc2ccccc2C(=O)N2CCOCC2)c1	-28%[57.1 µM]	-2%	-5%	-1.9	0.0	-4%	-3	-17%
O=C(Nc1ccc2c(c1)OCO2)c1cccc2c1C(=O)N(C1CCCCC1)C2	6%[57.1 µM]	-1%	-7%	-1.8	0.3	13%	8	0%
Cc1ccc(CNC(=O)Cn2cc(C(F)(F)F)ccc2=O)cc1	5%	-8%	-6%	-1.7	0.4	1%	-12	7%
COc1cccc(NC(=O)COC(=O)c2ccc3ccccc3n2)c1	-11%	2%	-1%	-1.1	1.6	3%	2	-17%
CCCCN1C(=N)N([C@@H](C)CN2CCC[C@H]2CN2C(N)=NC[C@H]2CC(C)C)C[C@H]1[C@H](C)CC	0%	5%	2%	-2.5	0.0	-12%	-4	-7%
COc1ccc(CCN(C)CCC(=O)Nc2cc(C)ccc2C)cc1OC	-12%	1%	-12%	0.4	-1.1	0%	-1	-12%
COc1ccc(CNC(=O)COC(=O)C2CCC(C(C)(C)C)CC2)cc1 (stereo not given)	-13%	-3%	-3%	-0.2	-0.5	0%	20	-21%

The whole of this part, from the start:
SMILES	WRN inhibitor	EPAC2 agonist	PLK1 PBD inh	CCT chaperon mod	IL2 activator	EPAC1 ag	PI5P4K alpha inh	EPAC1 antag
CCn1nc(C(=O)OCC(=O)Nc2nc(-c3ccc(OC)cc3)cs2)c2ccccc2c1=O	-6%	9%	27µM*	-2.6	-1.1	16%	2	5%
O=C(/C=C/c1cccc([N+](=O)[O-])c1)N1CCN(c2ccccn2)CC1	7%	5%	-9%	-0.7	-3.0	-4%	-1	8%
COc1ccc(NS(=O)(=O)c2cccc(C(=O)NNC(=O)CNC(=O)c3ccccc3Cl)c2)cc1	-1%	-2%	2%	-0.5	2.4	8%	7	9%
O=C(CCc1ccccc1)NC1CCCc2ccccc21 (stereo not given)	4%	6%	-11%	-0.3	-2.1	1%	-16	-29%
Cc1cccc(C(=O)N2CCC(Cc3ccccc3)CC2)c1[N+](=O)[O-]	-15%	6%	-1%	0.0	-0.5	9%	4	-17%
O=C1C=C(c2ccc3c(c2)OCO3)CCC1	3%	4%	-1%	-4.7	0.4	4%	1	1%
COc1ccccc1Nc1nc2ccccc2n2cnnc12	-15%	-2%	5%	-3.3	-2.8	16%	-3	13%
Cc1cccc(OCC(=O)Nc2ccccc2C(=O)N2CCOCC2)c1	-28%[57.1 µM]	-2%	-5%	-1.9	0.0	-4%	-3	-17%
O=C(Nc1ccc2c(c1)OCO2)c1cccc2c1C(=O)N(C1CCCCC1)C2	6%[57.1 µM]	-1%	-7%	-1.8	0.3	13%	8	0%
Cc1ccc(CNC(=O)Cn2cc(C(F)(F)F)ccc2=O)cc1	5%	-8%	-6%	-1.7	0.4	1%	-12	7%
COc1cccc(NC(=O)COC(=O)c2ccc3ccccc3n2)c1	-11%	2%	-1%	-1.1	1.6	3%	2	-17%
CCCCN1C(=N)N([C@@H](C)CN2CCC[C@H]2CN2C(N)=NC[C@H]2CC(C)C)C[C@H]1[C@H](C)CC	0%	5%	2%	-2.5	0.0	-12%	-4	-7%
COc1ccc(CCN(C)CCC(=O)Nc2cc(C)ccc2C)cc1OC	-12%	1%	-12%	0.4	-1.1	0%	-1	-12%
COc1ccc(CNC(=O)COC(=O)C2CCC(C(C)(C)C)CC2)cc1 (stereo not given)	-13%	-3%	-3%	-0.2	-0.5	0%	20	-21%
O=C(Cc1ccccc1)Nc1ccccc1N1CCN(c2ccccc2)CC1	-27%	11%	2%	4.9	1.0	12%	nt	-10%

A draw from above in order of length of the SMILES, low to high.
SMILES	WRN inhibitor	EPAC2 agonist	PLK1 PBD inh	CCT chaperon mod	IL2 activator	EPAC1 ag	PI5P4K alpha inh	EPAC1 antag
O=C1C=C(c2ccc3c(c2)OCO3)CCC1	3%	4%	-1%	-4.7	0.4	4%	1	1%
O=C(CCc1ccccc1)NC1CCCc2ccccc21 (stereo not given)	4%	6%	-11%	-0.3	-2.1	1%	-16	-29%
Cc1ccc(CNC(=O)Cn2cc(C(F)(F)F)ccc2=O)cc1	5%	-8%	-6%	-1.7	0.4	1%	-12	7%

Next structures.
SMILES	WRN inhibitor	EPAC2 agonist	PLK1 PBD inh	CCT chaperon mod	IL2 activator	EPAC1 ag	PI5P4K alpha inh	EPAC1 antag
Cn1ncc(Br)c1C(=O)NC12CC3CC(CC(C3)C1)C2	7%	8%	0%	1.9	-3.9	-7%	3	-3%
CC1CCN(C(=O)C2CCN(S(=O)(=O)c3cccc4nsnc34)CC2)CC1	1%	6%	1%	-3.4	-0.2	4%	-1	2%
O=c1[nH]c2cc(Cl)c(Cl)cc2o1	5%	4%	-1%	-2.4	-5.3	-5%	0	-8%
CCCCc1ccc(/C=C(\C#N)C(N)=S)s1	-16%	1%	-16%	-0.1	-1.2	-3%	2	?
COc1ccc(C(O)c2nc(-c3cccs3)cs2)cc1 (stereo not given)	-7%	12%	-3%	-0.2	0.7	-6%	-7	-3%
Cc1ccc(S(=O)(=O)Nc2ccc(N(C)C)cc2)cc1	-8%	1%	-8%	-1.0	-2.8	3%	-3	-3%
Cc1ccc(-c2cc(-c3ccc(F)cc3)nc(N)c2C#N)o1	-26%	8%	-10%	-3.5	1.4	0%	?	?
O=C(CC(=O)N/N=C/c1ccc(F)cc1)N/N=C/c1ccc(F)cc1	-7%	6%	-4%	-3.5	1.5	8%	2	-2%
COc1ccc(Cl)cc1NC(=O)CC(C)=O	-3%	1%	-1%	-1.7	0.0	-1%	12	-5%
COc1ccc(C(=O)N2CCN(c3nnnn3-c3ccccc3)CC2)cc1OC	7%	3%	-5%	1.1	-0.4	12%	1	-4%
O=C(O)C1C2C=CC(C2)C1C(=O)Nc1ccc(C(=O)N2CCCCC2)cc1 (stereo not given)	5%	2%	-6%	-4.2	-2.1	0%	nt	13%
CC1CCC2(CC1)NC(=O)N(CC(=O)NC1(C#N)CCCCC1)C2=O (stereo not given)	-5%	13%	-5%	0.1	-0.4	5%	-3	2%
CCCn1c(N)c(C(=O)CSc2nnc(C)n2Cc2ccccc2)c(=O)n(C)c1=O	-2%	-5%	-11%	0.3	0.1	-7%	-3	16%
CCOc1ccccc1NC(=S)N(Cc1cc2ccc(C)cc2[nH]c1=O)CC1CCCN1CC (stereo not given)	2%	0%	4%	0.7	2.0	-4%	-1	7%
COCc1nnc(NS(=O)(=O)c2c(C)cc(C)cc2C)s1	2%	5%	-9%	-0.7	2.0	0%	-5	0%

High-throughput results deposited in PubChem BioAssay by National Center for Advancing Translational Sciences (NCATS).

Only part of the results is shown (hit frequency here may not be typical).
